Measles CPE = protection of cells from measles virus; Measles virus-infected cells, CPE protection, absorbance; protection (pct of control), % at 4 µM; actives 1.5% (n = 140,000); in the data active means protection mostly above about 24%, no sharp cut-off; inactive means mostly below about 26%; further: some compounds called inactive have numbers as strong as hits
MRP-1 activ = activators of MRP-1; H69AR cells + doxorubicin, viability rescue, CellTiter-Glo; viability increase, % at 10 µM; actives 0.61% (n = 140,000);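 active means viability gain under doxorubicin at or above a set limit, the compound median plus 3 SD, cut at about 4.7% in these data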;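 further: MRP-1 overexpressing cells given doxorubicin 25 µM after compound pretreatment; 18-22 h compound pretreatment then 72 h with doxorubicin before readout; 0% = doxorubicin-only wells and 100% = vehicle-treated cells without doxorubicin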
GALR2 blocker = antagonists of human galanin receptor 2 (GALR2); actives 0.39% (n = 140,000); GALR2-expressing cells, antagonist mode; O43603; inhibition, % at 4 µM; in the data active means inhibition above about 27%;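 further: cells stimulated with galanin 1-16 at roughly its EC80; 0% = agonist challenge control and 100% = basal control without agonist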
Target sequence (O43603 whole entry, looked up): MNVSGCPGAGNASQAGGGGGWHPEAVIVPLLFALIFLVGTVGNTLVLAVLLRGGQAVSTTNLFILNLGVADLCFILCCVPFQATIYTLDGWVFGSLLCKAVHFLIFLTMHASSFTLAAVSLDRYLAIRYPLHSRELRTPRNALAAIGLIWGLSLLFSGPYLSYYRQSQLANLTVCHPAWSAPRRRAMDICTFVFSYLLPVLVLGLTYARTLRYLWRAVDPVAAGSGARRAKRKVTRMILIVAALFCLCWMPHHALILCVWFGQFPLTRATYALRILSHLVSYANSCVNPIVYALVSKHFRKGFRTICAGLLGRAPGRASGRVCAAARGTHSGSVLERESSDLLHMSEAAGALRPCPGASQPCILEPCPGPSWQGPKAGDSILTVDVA
HCT116 bCat-KO = beta-catenin-lacking colon tumor cell growth suppression. actives 1.5% (n = 140,000). viability, % at 10 µM. HCT116 beta-catenin knockout viability, CellTiter-Glo, 60 h; stronger effect = lower value;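 active means viability at or under a set limit, the compound median less 4 SD, cut at about 6% in these data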;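 further: 0% = Hyamine 1622 control at 20 µM and 100% = untreated cell control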
Yeast lifespan up = yeast lifespan extension; actives 0.68% (n = 130,000); inhibition of the nicotinamide effect, % at 10 µM; S. cerevisiae growth with nicotinamide, OD615; deaD strain in restrictive glucose medium;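 active means inhibition above a set limit, placed 3 SD over the median of all compounds, cut at about 26% in these data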;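 further: 0% = nicotinamide-treated wells and 100% = cells grown without nicotinamide; some compounds called inactive have numbers as strong as hits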
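System: DeaD-strain S. cerevisiae / Buffer or medium: CSMM-D, restrictive glucose (dextrose) synthetic minimal medium / Probe or stimulus: nicotinamide, 1.5 mM, co-present with compound / Compound: one concentration, 10 µM, DMSO 0.25% / Incubation: 48 h compound exposure at 30 °C, humidified / Technique: optical density (absorbance) at 615 nm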
Phagocytosis inh = blocks phagocytosis by macrophages; J774A.1 macrophage IgG-bead phagocytosis, imaging; inhibition, % at 5 µM; actives 0.07% (n = 110,000);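 active means inhibition above the mean of the plate negative controls plus 5 SD, cut at about 13% in these data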;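 further: phagocytic index as fraction of beads internalized from green versus red external bead signal; plate controls were DMSO negative control for no effect and cytochalasin-D positive control for full effect; some results beyond the cut were filed as inactive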
NPY-Y2 antag = NPY-Y2 (human) receptor antagonism; P49146; NPY-Y2 expressing cells, antagonist mode; inhibition, % at 2.7 µM; actives 0.99% (n = 140,000); AID 793; in the data active means inhibition above about 17%;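 further: 0% = vehicle with agonist challenge and 100% = reference antagonist with challenge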
Target sequence (P49146 whole entry, looked up): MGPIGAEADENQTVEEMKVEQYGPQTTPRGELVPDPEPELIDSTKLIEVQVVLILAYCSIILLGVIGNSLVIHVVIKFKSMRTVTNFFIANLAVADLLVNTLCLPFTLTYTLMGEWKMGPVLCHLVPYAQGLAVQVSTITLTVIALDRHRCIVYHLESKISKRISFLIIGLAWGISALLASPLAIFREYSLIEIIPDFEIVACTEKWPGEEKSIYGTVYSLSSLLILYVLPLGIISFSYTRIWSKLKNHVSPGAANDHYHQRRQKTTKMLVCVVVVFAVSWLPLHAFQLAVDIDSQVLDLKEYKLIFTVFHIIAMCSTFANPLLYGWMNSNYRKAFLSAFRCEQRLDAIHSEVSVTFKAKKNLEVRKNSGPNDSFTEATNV
Yeast growth inh = reduces growth of yeast BB579 in restrictive medium. actives 0.51% (n = 140,000). S. cerevisiae BB579 growth, OD615, 48 h. inhibition, % at 10 µM;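 active means inhibition above a set limit, 3 SD over the mean compound inhibition, cut at about 44% in these data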; further: inactives centre near -24
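Assay system – yeast BB579 (DeaD) · Dosing – single compound dose of 10 µM, 0.25% DMSO final · Detection – OD615 turbidity measurement · Buffer or medium – CSMM-D restrictive synthetic medium containing dextrose (glucose) · Benchmarks – positive control amphotericin B 10 µg/mL · Incubation – 48 h exposure, 30 °C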
E-sel TNF inh = TNF alpha driven E-selectin expression inhibition; HUVEC TNFa-induced E-selectin immunofluorescence, high content; inhibition, % at 2 µM; actives 0.71% (n = 120,000);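 active means inhibition above the batch mean plus 3 SD, and confirmed as a hit on visual image review, cut at about 43% in these data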;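 further: 0% = TNF-stimulated DMSO wells and 100% = unstimulated control wells; not every result past the cut was called active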
PTEN del growth = growth suppressors of cells with PTEN tumor suppressor deletion; HCT116 PTEN-null viability, CellTiter-Glo, 60 h; stronger effect = lower value; viability, % at 10 µM; actives 1.2% (n = 140,000);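 active means viability at or below a set limit, 4 SD under the median of all tested compounds, cut at about 3.7% in these data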;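 further: PTEN knockout HCT116 line with beta catenin targeted HCT116 as companion control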
Starred values were filed as active, the others as inactive; . = not tested or not shown.

SMILES	Measles CPE	MRP-1 activ	GALR2 blocker	HCT116 bCat-KO	Yeast lifespan up	Phagocytosis inh	NPY-Y2 antag	Yeast growth inh	E-sel TNF inh	PTEN del growth
CC(=O)/C(=N\Nc1ccccc1Cl)Sc1cccc2cccnc12	7	-5.0	0	12	-3	2	6	-11	.	22
Oc1cc2ccccc2cc1-c1n[nH]c(=S)o1	14	-4.1	6	84	-29	0	15	-10	-4	82
COc1ccccc1-c1cc(C(F)(F)F)nc(S(=O)(=O)CCCC(=O)N2CCCCC2C)n1 (centres undefined)	3	-6.2	-6	48	-11	0	0	-39	.	49
COc1ccc(C2c3c(ccc4ccccc34)Oc3ncn4nc(-c5ccco5)nc4c32)cc1OC (centres undefined)	31	-2.1	9	65	6	-8	-1	-15	.	64
Cc1ccc(OCCSc2nnc(NC(=O)c3ccco3)s2)cc1	2	-1.4	-6	94	-7	-1	1	-64	.	87
COC(=O)c1c(-c2ccc(F)cc2)csc1NC(=O)c1ccco1	3	1.4	-7	89	5	2	25*	-30	14	95
COc1ccc(C(N)=S)c(OC)c1	4	-1.2	-6	100	-5	-2	0	16	.	101
CCn1c(Cn2nnc(-c3ccccc3)n2)nnc1SCc1ccc(Cl)c(Cl)c1	11	-0.1	-9	93	-4	-1	5	-58	-15	97
CCOc1ccc(N2C(=O)Nc3ccccc3C2(O)C(=O)NCc2ccc3c(c2)OCO3)cc1 (centres undefined)	36	-2.1	-8	89	-3	.	1	-29	.	101
CCOC(=O)N1CCN(C(=O)c2cc3c(=O)n(C)c4ccccc4c3n2C)CC1	5	-3.2	-7	96	-10	0	2	-25	3	101
CCOc1ccc(/C=N/NC(=O)COc2ccccc2-c2ccccc2)cc1	3	-0.3	-8	47	-9	.	5	-34	-34	45
Cc1cc2c(c(=O)o1)C(Cc1ccccc1)C(C#N)=C(N)O2 (centres undefined)	17	-3.2	-12	96	-1	0	1	1	10	93
O=C(Nc1ccccc1)Nc1nnc(SCc2ccc(Cl)cc2)s1	5	-0.6	0	80	3	.	6	-39	5	75
CCOC1=NS(=O)(=O)c2ccccc21	16	1.3	-1	97	-2	.	3	-2	.	100
COc1ccc(NC(=O)c2c(-c3ccccc3Cl)noc2C)c(OC)c1	4	-2.9	11	69	-4	0	5	-45	.	70
CCN(Cc1ccccc1)S(=O)(=O)c1nc2nc(C)c(C)c(C)n2n1	3	-0.4	21	91	-5	-1	3	-21	-24	93
O=C(Cn1cc(C(=O)c2cccs2)c2ccccc21)NCc1ccc2c(c1)OCO2	24	-3.2	7	95	-2	1	4	-45	.	89
N#Cc1c(F)cccc1N1CCOCC1	12	-1.1	-1	93	-28	5	3	-7	.	91
COc1cc2c(=O)n(Cc3ccccc3)c(=O)n(CC(=O)NCC3CCCO3)c2cc1OC (centres undefined)	11	-4.3	-3	85	-5	0	1	-15	-2	101
CCCCn1nnc(NC(=O)CC23CC4CC(CC(C4)C2)C3)n1	7	-0.3	-11	79	-7	.	2	20	-6	79
Clc1ccc(CSc2nnc([C@@H]3CCCN3)o2)cc1	6	-0.1	2	80	-15	0	3	-23	.	86
CCCc1cc(C(=O)Nc2cc(OC)c(Cl)cc2OC)no1	6	-2.0	3	93	-7	0	2	-89	.	93
O=C(CSc1nc2ccsc2c(=O)n1Cc1ccccc1)NCc1ccco1	14	-3.2	9	91	-4	0	6	-49	.	100
O=C(O)CCC(=O)Nc1ccccc1C(=O)Nc1ccccc1	6	-3.6	-1	95	-19	-2	-1	-11	15	93
O=C(CC1Sc2ccccc2NC1=O)OC(C(=O)NCCc1ccccc1)c1cccnc1 (centres undefined)	6	-3.2	10	97	-23	.	-3	-28	7	88
C/C(=N/NC(=O)c1ccc2nc[nH]c2c1)c1cccs1	12	0.2	-12	83	-4	-3	2	-8	.	67
CC1CCN(S(=O)(=O)c2cc(Cl)ccc2Br)CC1	5	-3.3	-10	88	-7	1	9	-9	-9	93
COCCn1c(SCC(=O)N2CCCCC2)nc2ccccc2c1=O	22	-3.5	8	84	5	.	5	-27	96*	101
CCOC(=O)C1=C(C)Nc2ncnn2C1c1ccc2c(c1)OCO2 (centres undefined)	5	-1.3	4	101	-10	1	2	-33	4	103
Cc1ccc(-c2csc3ncnc(Cl)c23)cc1	8	-4.8	26	94	-3	.	2	-31	.	91
O=C(NC(=S)Nc1cc(-c2nc3ccccc3[nH]2)ccc1Cl)c1ccc2c(c1)OCO2	2	-6.4	2	1.6*	-3	.	8	-8	-28	1.5*
O=C(O)C1CCC(=O)N(C2CCCCC2)C1c1ccccc1 (centres undefined)	15	-1.7	6	97	13	.	0	0	14	94
CC(/C=C/c1ccc2c(c1)OCO2)=N\NC(=O)c1cccc([N+](=O)[O-])c1	14	-4.6	-13	88	-3	3	4	-48	.	83
C/C(=C\C(=O)c1ccc(Cl)cc1)NCc1ccc2c(c1)OCO2	12	-3.6	-3	97	-27	0	6	8	30	100
COc1ccc(/C=N/NC(=O)c2ccc(=O)[nH]n2)cc1OC	2	0.7	-11	101	-7	-10	2	5	.	96
Cc1ccc(C(=O)NCCN2CCOCC2)cc1	21	0.2	5	90	.	.	4	-16	1	97
CCCCC(=O)Nc1ccc(C(N)=O)cc1	22	-1.7	3	92	-4	-1	1	12	-33	92
O=C(Nc1cccc(C(F)(F)F)c1)C1CCCN(S(=O)(=O)c2cnc[nH]2)C1 (centres undefined)	2	-0.3	0	99	-19	3	2	-11	6	85
CC(=O)NS(=O)(=O)c1ccc(NC(=O)c2ccc(Br)o2)cc1	20	-1.8	-6	98	-9	-3	4	-3	13	107
Cc1cc(C)n(S(=O)(=O)c2ccc(Cl)c(Cl)c2Cl)n1	7	-4.1	-3	66	-6	0	4	-31	0	62
C=CCn1c(SCc2c(C(=O)OC)sc(N)c2C(=O)OC)nnc1-c1ccc(Br)cc1	3	-0.7	-9	62	-8	0	14	-51	-8	58
CC1CCCCN1C(=O)Cn1c(=O)oc2ccccc21 (centres undefined)	26	-1.0	3	108	0	.	-2	-39	11	100
COc1nc(N/N=C/c2ccc(-c3ccccc3[N+](=O)[O-])o2)nc(N2CCOCC2)n1	6	-3.6	22	78	2	-4	0	-17	-47	70
Cc1cc(C)cc(-n2c(C)cc(/C=N\NC(=O)COc3cccc4cccnc34)c2C)c1	24	1.1	1	91	-3	-14	4	-5	.	81
CCCCc1ccc(NC(=O)CSC2=C(C#N)C(c3ccco3)C3=C(CCCC3=O)N2)cc1 (centres undefined)	7	-3.9	5	78	-12	2	-2	-47	-6	70
CCOc1ccccc1NC(=O)c1ccc(S(=O)(=O)N(C)C)cc1	17	0.4	10	93	-28	2	-3	-30	.	99
COc1cc(NC(=O)CN2CCN(Cc3ccc4c(c3)OCO4)CC2)cc(OC)c1	4	-4.4	-2	94	-1	-2	0	-42	-13	88
O=C(Nc1ccccn1)c1onc2c1CCCC2	16	-3.0	-2	70	-5	-4	0	-14	.	70
COC(=O)c1cc2ccccc2oc1=O	10	-2.5	-1	87	-18	2	3	-6	53	88
Cc1cc2cc(CN(Cc3cccs3)Cc3nnnn3CC3CCCO3)c(=O)[nH]c2cc1C (centres undefined)	15	-4.2	-11	69	-6	-2	7	-39	6	67
CCOC(=O)N1CCC(NS(=O)(=O)c2ccc3c(c2)C(C)(C)C(=O)N3C)CC1	0	-1.2	4	81	-9	.	3	-52	.	87
CCC(CC)C(=O)Nc1c2cnn(-c3ccccc3)c2nc(=O)n1-c1ccccc1	8	-0.3	-2	94	-6	.	1	-11	19	105
Cc1c(NC(=O)C(=O)/C=C(/O)c2ccccc2)c(=O)n(-c2ccccc2)n1C	11	1.3	-1	92	67*	.	0	-18	.	88
Cc1nc(NCc2ccco2)c(C#N)c2c1COC(C)(C)C2	5	-2.7	10	95	-5	-1	2	-38	.	93
O=C(/C=C/c1ccco1)NC(=S)Nc1cc(-c2nc3ccccc3s2)ccc1Cl	5	-6.2	4	2.6*	-1	5	2	-29	4	1.6*
COc1ccccc1CNc1nc2nc3c(c(=O)n2[nH]1)CCC3	3	-0.9	4	96	-4	-1	3	-25	0	98
O=C(CN(CC1CCCO1)C(=O)CCC(=O)Nc1nccs1)NCc1ccccc1 (centres undefined)	4	-1.0	1	88	.	.	0	-6	-3	97
CC1Cc2ccccc2N1C(=O)c1cnc2ccccn2c1=O (centres undefined)	4	-1.2	10	89	-3	.	1	-64	0	92

Reprinted from the entries so far (13 entries):
SMILES	Measles CPE	MRP-1 activ	GALR2 blocker	HCT116 bCat-KO	Yeast lifespan up	Phagocytosis inh	NPY-Y2 antag	Yeast growth inh	E-sel TNF inh	PTEN del growth
C=CCn1c(SCc2c(C(=O)OC)sc(N)c2C(=O)OC)nnc1-c1ccc(Br)cc1	3	-0.7	-9	62	-8	0	14	-51	-8	58
CC1CCCCN1C(=O)Cn1c(=O)oc2ccccc21 (centres undefined)	26	-1.0	3	108	0	.	-2	-39	11	100
COc1nc(N/N=C/c2ccc(-c3ccccc3[N+](=O)[O-])o2)nc(N2CCOCC2)n1	6	-3.6	22	78	2	-4	0	-17	-47	70
Cc1cc(C)cc(-n2c(C)cc(/C=N\NC(=O)COc3cccc4cccnc34)c2C)c1	24	1.1	1	91	-3	-14	4	-5	.	81
CCCCc1ccc(NC(=O)CSC2=C(C#N)C(c3ccco3)C3=C(CCCC3=O)N2)cc1 (centres undefined)	7	-3.9	5	78	-12	2	-2	-47	-6	70
CCOc1ccccc1NC(=O)c1ccc(S(=O)(=O)N(C)C)cc1	17	0.4	10	93	-28	2	-3	-30	.	99
COc1cc(NC(=O)CN2CCN(Cc3ccc4c(c3)OCO4)CC2)cc(OC)c1	4	-4.4	-2	94	-1	-2	0	-42	-13	88
O=C(Nc1ccccn1)c1onc2c1CCCC2	16	-3.0	-2	70	-5	-4	0	-14	.	70
COC(=O)c1cc2ccccc2oc1=O	10	-2.5	-1	87	-18	2	3	-6	53	88
Cc1cc2cc(CN(Cc3cccs3)Cc3nnnn3CC3CCCO3)c(=O)[nH]c2cc1C (centres undefined)	15	-4.2	-11	69	-6	-2	7	-39	6	67
CCOC(=O)N1CCC(NS(=O)(=O)c2ccc3c(c2)C(C)(C)C(=O)N3C)CC1	0	-1.2	4	81	-9	.	3	-52	.	87
CCC(CC)C(=O)Nc1c2cnn(-c3ccccc3)c2nc(=O)n1-c1ccccc1	8	-0.3	-2	94	-6	.	1	-11	19	105
Cc1c(NC(=O)C(=O)/C=C(/O)c2ccccc2)c(=O)n(-c2ccccc2)n1C	11	1.3	-1	92	67*	.	0	-18	.	88

An unsorted share of the library; about 6.1% have a hit in one of these screens.
